Screening results deposited in PubChem BioAssay by Broad Institute.
ERAP1 HTS inh: blocks human ERAP1 aminopeptidase activity. recombinant ERAP1, Leu-AMC fluorescence, 60 min. AID 652197. Q9NZ08. inhibition, % at 10.7 µM. actives 0.15% (n = 340,000);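 active = mean replicate inhibition of at least 30%, or all replicates individually reaching that 30% level; inactive = mean below 30% and not every replicate reaching it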;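 note: 0% = neutral control wells and 100% = L-leucinethiol positive control wells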
XiGFP reactiv: activators of X-chromosome reactivation in mouse fibroblasts; XiGFP mouse fibroblasts, % GFP-positive cells imaging, 3 d; cells co-treated with 5-aza-dC sensitizer; scaled so ellipticine positive control = 100%; activation, % at 7.58 µM; actives 0.055% (n = 360,000); AID 743238;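 active = mean normalized replicate activation at least 10% and every replicate at or above 10%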;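 note: 0% = median of on-plate neutral control wells and 100% = ellipticine 6 µM median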
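Assay system: SV40-immortalized XiGFP fibroblast cells, line 68-5-11; buffer or medium: DMEM plus 5-aza-dC sensitizer; compound: one concentration, pinned; timing: compounds 3 days, fix/stain 15 min at room temperature; benchmarks: positive control ellipticine, 6 µM final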
PGC1a acetyl inh: PGC1a acetylation modulation, inhibitor mode; U2OS PGC1a acetylation, AlphaScreen anti-acetyl-lysine; with virally co-expressed GCN5 acetyltransferase; inhibition, % at 15.6 µM; actives 0.17% (n = 350,000);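 active = every replicate shows inhibition of at least 40%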;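 note: 0% = neutral control wells and 100% = positive control wells; some results beyond the cut were filed as inactive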
SIRT5 block: sirtuin-5 (human) deacylase inhibition | Q9NXA8 | Purified SirT5, succinyl-peptide AMC, trypsin-coupled fluorescence | inhibition, % at 15 µM | actives 1.1% (n = 330,000); in the data active = inhibition above about 15%
Target sequence (Q9NXA8 whole entry, looked up): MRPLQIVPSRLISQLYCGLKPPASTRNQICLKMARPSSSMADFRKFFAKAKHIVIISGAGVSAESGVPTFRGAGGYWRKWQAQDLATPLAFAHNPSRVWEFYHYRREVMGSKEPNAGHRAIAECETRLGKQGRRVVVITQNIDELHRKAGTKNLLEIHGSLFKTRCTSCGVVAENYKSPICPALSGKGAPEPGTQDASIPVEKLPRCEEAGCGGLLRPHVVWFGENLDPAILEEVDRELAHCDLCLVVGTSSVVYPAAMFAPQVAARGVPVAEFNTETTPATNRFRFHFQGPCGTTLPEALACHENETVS
Cneo AK release: Cryptococcus neoformans lysis via adenylate kinase release; lysis activity, % at 15 µM; AID 651654; C. neoformans lysis, adenylate kinase release luminescence, 4 h; normalised: neutral wells 0, clomiphene wells 100; actives 0.2% (n = 360,000);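 active = mean lysis activity across replicates of at least 80%, whatever share of replicates individually reach that level; inactive = mean lysis activity below 80%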
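Assay system: Cryptococcus neoformans yeast cells / Dosing: single-point compound dose / Timing: 4 h at 37 °C static, read 1 h later / Measured by: luminescence of released adenylate kinase using an AK detection reagent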
Statin myotox sup: suppression of simvastatin myotoxicity; C2C12 myotubes + simvastatin, ATP luminescence, 48 h; scaled: DMSO 0, geranylgeraniol control 100; rescue of ATP level, % at 7.49 µM; actives 0.78% (n = 330,000); AID 602340;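 active = mean ATP rescue above about 67%, or every replicate alone reaching that limit, limit read from the data, passing the limit was not always enough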;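 note: myotubes were challenged with 10 µM simvastatin during compound exposure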
S100A4 MyoIIA: blocks human S100A4 binding to myosin IIA peptide. P26447. S100A4/TAMRA-MyoIIA peptide fluorescence polarization. inhibition, % at 10.7 µM. actives 0.14% (n = 360,000). AID 652163;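 active = mean inhibition of at least 70% across replicates, with every replicate also reaching that level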
Target sequence (P26447 whole entry, looked up): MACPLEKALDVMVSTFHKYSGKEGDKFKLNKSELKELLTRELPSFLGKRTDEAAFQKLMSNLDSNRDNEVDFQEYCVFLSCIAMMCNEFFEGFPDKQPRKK
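Test system: S100A4 monomer protein. Medium: HEPES buffer with Ca2+, pH 7.2. Reagent: fluorescent myosin IIA peptide, 5 nM. Compound dosing: single-point compound testing. Timing: 5 min between mix addition and reading. Benchmarks: DMSO neutral and TFP positive wells.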
LGR2 inh: blocks bursicon-induced cAMP signaling via Drosophila LGR2; inhibition, % at 9.99 µM; HEK293 LGR2, CRE-luciferase, bursicon-stimulated, 4 h; AID 720647; actives 0.35% (n = 380,000);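 active = drop in luminescence signal, shown as inhibition above about 50% in the replicate tests, limit read from the data, passing the limit was not always enough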;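 note: agonist challenge used bursicon conditioned medium at about half maximal strength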
* = called active by the depositor; nt = no result given; & = joins results of further samples. Not all compounds are listed (hit frequency here may not be typical).

SMILES | ERAP1 HTS inh | XiGFP reactiv | PGC1a acetyl inh | SIRT5 block | Cneo AK release | Statin myotox sup | S100A4 MyoIIA | LGR2 inh
C[C@@H]1CN([C@H](C)CO)S(=O)(=O)c2ccc(C#Cc3cccnc3)cc2O[C@@H]1CN(C)CC1CC1 | nt | 0.1 | -3 | nt | nt | -4 | nt | -17
C[C@H](CO)N1C[C@H](C)[C@@H](CN(C)C)Oc2c(NC(=O)c3ccncc3)cccc2C1=O | 2&2 | 0.1&0.0 | 4&-7 | 7 | -1&0 | 16&-5 | 4&-6 | 21&-19
O=C(CSc1nc2ccccc2c(=O)n1-c1ccc(F)c(Cl)c1)Nc1cccc(S(=O)(=O)N2CCOCC2)c1 | 2 | 0.5 | nt | 2 | nt | nt | -12 | 12
COc1ccc2cc(S(=O)(=O)N3CCCCCC3)ccc2c1 | 1 | -0.1 | -14 | -2 | nt | nt | -6 | 4
CC[C@H](C)[C@H]1CNC(=S)N1CC1CCN(CCCC2CCCC2)CC1 | -2 | 0.0 | -3 | -3 | 0 | -1 | -11 | 13
COc1ccc(C(=O)/C=C/c2ccccc2)c(OC)c1 | -1 | nt | 39 | 6 | -14 | -6 | -1 | 0
C[C@@H]1CN([C@H](C)CO)S(=O)(=O)c2ccc(C3=CCCCC3)cc2O[C@H]1CN(C)C(=O)Cc1cccnc1 | -1&-2&-2 | -0.1&-0.6 | -4&5&3 | -2&1&6 | 2&-1&3 | 10&-6&-13 | 1&16&4 | -4&17
COc1ccccc1C#Cc1cnc2c(c1)C(=O)N([C@@H](C)CO)C[C@@H](C)[C@H](CN(C)C(=O)CC1CC1)O2 | 0 | 0.1 | -11 | -2 | 4 | 20 | -8 | -8
COCC#Cc1ccc([C@H]2[C@@H](CO)N3C(=O)CN(C(=O)Nc4ccccc4F)C[C@H]23)cc1 | -2 | 0.2 | -4 | 0 | nt | nt | 17 | -4
COCCNc1nc(NCc2ccc(NC(C)=O)cc2)c2sc(-c3ccccc3)cc2n1 | -2 | -0.1 | nt | nt | -3 | -43 | 0 | 34
CC1(C(=O)NC2CCCCC2)CCC(=O)N1Cc1cccs1 (configuration not stated) | -10 | 0.0 | -8 | -2 | 3 | -11 | 1 | 17
Cc1ccc(-n2c(SCC(=O)N3CCOCC3)nc(O)cc2=O)cc1 | 4 | 0.1 | nt | 2 | -1 | 5 | -1 | 9
CCCCC(=O)NC(=S)Nc1cccc(Cl)c1N1CCCCC1 | 1 | 0.0 | -14 | 0 | 6 | nt | -4 | nt
COc1ccc(N(CC(=O)Nc2ccc(F)c(F)c2)S(=O)(=O)c2c(C)n[nH]c2C)cc1 | -1 | 0.1 | 2 | -1 | -1 | 10 | -2 | -5
CC(C)OC(=O)C1C(=O)CC(C)(O)C(C(=O)OC(C)C)C1c1cccc(O)c1 (configuration not stated) | nt | nt | 1 | nt | 0&0 | 0 | -6 | nt
O=C(CCl)NCCCN(C(=O)C(Cl)Cl)c1ccc([N+](=O)[O-])cc1 | 4 | -0.1 | -7 | -1 | 0 | nt | -5 | 3
Cc1cccc(OCCCn2c(=O)sc3ccccc32)c1 | nt | nt | -11 | nt | -1 | -4 | nt | -26
O=C(Nc1nccs1)c1ccc(N2C(=O)[C@@H]3[C@H](C2=O)[C@H]2C=C[C@@H]3C2)cc1 | -2 | -0.1 | -7 | -7 | -2 | -8 | 2 | -70
CC(=O)c1ccc(NC(=O)C2CCC(C)NC2=O)cc1 (configuration not stated) | nt | nt | 8 | nt | 8 | 8 | nt | -10
N#C[C@H]1[C@@H](c2ccc(C#CC3CCCCC3)cc2)[C@H](CO)N1C(=O)Cc1ccccn1 | 0 | 0.2 | 0 | -1 | 46 | 14 | -8 | 5
CCOC(=O)Cn1cc(C#N)c2ccccc21 | -1 | -0.1 | nt | 0 | nt | nt | 6 | -10
COc1ccc2c3c([nH]c2c1)[C@@H](CO)N(S(C)(=O)=O)CC31CN(CC2CC2)C1 | -3 | 0.3 | nt | 1 | nt | nt | 37 | -17
O=C(c1cccc(F)c1)N1CC(=O)N2[C@@H](CO)[C@H](c3ccc(C4=CCCCC4)cc3)[C@@H]2C1 | 3 | 0.1 | -1 | -3 | nt | nt | 2 | 21
C/C=C(/C)C(=O)Nc1cccc(C2=NOC3(C2)C[C@@H](C(N)=O)N(C(=O)C2(C)CC2)C3)c1 (some centres not stated) | -1 | 0.0 | -1 | nt | 0 | -7 | 50 | 4
CCCCC1=CC2=C(c3ccco3)C(=O)C(C)(OC(=O)c3ccc(OC)cc3)C(=O)C2=CN1CCCCO (configuration not stated) | -5 | 0.2 | nt | 11 | -3 | 12 | 10 | -15

(list continues)
SMILES | ERAP1 HTS inh | XiGFP reactiv | PGC1a acetyl inh | SIRT5 block | Cneo AK release | Statin myotox sup | S100A4 MyoIIA | LGR2 inh
COc1ccc(/C=N/NC(=O)c2ccc3c(c2)OCCO3)c(OC)c1 | -4 | 0.3 | nt | 1 | 0 | -3 | -9 | -3
C[C@@H]1CN([C@H](C)CO)C(=O)c2cccc(NC(=O)c3cnccn3)c2O[C@@H]1CN(C)Cc1ccccc1 | 6 | -1.2 | nt | 5 | -6 | -45 | 17 | 6
CO[C@@H](CN(C)S(=O)(=O)c1cn(C)cn1)[C@H](C)CN(C(=O)Nc1ccc(C(F)(F)F)cc1)[C@@H](C)CO | 2 | 0.0 | 0 | 4 | -12 | -14 | 6 | -26
C/C=C/c1ccc2c(c1)O[C@H](CN(C)C(=O)Cc1ccncc1)[C@@H](C)CN([C@@H](C)CO)S2(=O)=O | 2 | -1.2 | -2 | 1 | 1 | 0 | -16 | 0
CN(C)/C=C/C(=O)c1cnc(-c2ccc(Cl)cc2)s1 | 7 | 0.2 | 19 | 5 | 3 | nt | 2 | -2
S=C(NN=C1CCCCCC1)Nc1ccc(Cl)cc1 | -9 | nt | 5 | -1 | nt | nt | -4 | 6
CCOC(=O)c1[nH]c2ccccc2c1NC(=O)c1ccc(S(=O)(=O)N2CCCCC2)cc1 | -2 | 0.8 | -7 | -5 | -2 | -18 | -7 | 2
CS(=O)(=O)N1CC(=O)N2[C@@H](CO)[C@H](c3ccc(C#CCc4ccccc4)cc3)[C@@H]2C1 | 6 | 0.3 | -1 | -3 | nt | nt | 8 | -7
C[C@@H]1CN([C@@H](C)CO)C(=O)c2cc(-c3ccc(F)cc3)cnc2O[C@H]1CN(C)Cc1cncnc1 | -6 | 0.2 | 0 | -1 | 66 | -16 | -1 | 9
O=C(COc1cccc(C(F)(F)F)c1)Nc1ccc2[nH]ncc2c1 | 0 | -0.1 | -8 | -1 | -2 | -9 | -3 | nt
Cc1ccc2c(c1)c(-c1csc(N)n1)c(C)n2C | -2 | 0.3 | 6 | -2 | 3 | 4 | 1 | -5
Cc1cc(NC(=O)CSc2nnnn2-c2ccccc2F)no1 | -5 | 0.1 | 5 | -7 | 6 | -7 | 2 | -10
COc1cccc(/C=C2\SC(=S)N(NS(=O)(=O)c3ccc(C)cc3)C2=O)c1OC | 4 | 0.2 | nt | 7 | nt | nt | 9 | 6
CCCCCCCC(=O)O | 0 | nt | 2 | -1 | 0 | 3 | 2 | -8
CCc1cnc(N2[C@H](C#N)[C@@H](c3ccc(C#CC(C)C)cc3)[C@@H]2CO)s1 | -4 | 0.0 | -3 | nt | 0 | 24 | -9 | 0
CC(C)(Oc1ccc(Cl)cc1)C(=O)NCc1ccco1 | nt | nt | 2 | nt | -2 | 123* | nt | 5
CCCOc1ccc(C2C(C(=O)c3ccco3)=C(O)C(=O)N2CCCn2ccnc2)cc1OC (configuration not stated) | 0 | 0.1 | 14 | 3 | 3 | 12 | -5 | -2
C=C1[C@@H](O)[C@H](CC(C)C)N(Cc2ccccc2Br)S1(=O)=O | -2 | 0.0 | -10 | nt | 0 | 9 | 5 | 48
Cc1ccc(S(=O)(=O)N[C@H]2CC[C@@H](CC(=O)NC3CCCCC3)O[C@@H]2CO)cc1 | 1 | 0.9 | 0 | -4 | -4 | 0 | 12 | -5
CCN(c1ccc(F)cc1)S(=O)(=O)c1cccc2nsnc12 | 2 | 0.0 | -14 | 6 | 6 | -5 | -3 | 26
Cc1[nH]c2ccccc2c1CCCO | 3 | 0.0 | nt | -2 | nt | nt | 0 | 3
Cc1ccc(NC(=S)N(CCN(C)C)C(C)c2ccco2)cc1C (configuration not stated) | nt | 0.0 | nt | nt | 9 | 0 | nt | 15
CCOC(=O)C1CN(C(C)(C)C)C(=O)C1=O (configuration not stated) | 5 | -0.1 | -7 | -7 | nt | nt | 1 | 2
CC(=O)N1CCN(C(=O)c2ccc(-c3cccc(C(F)(F)F)c3)o2)CC1 | 0 | -0.1 | nt | 0 | 0 | -11 | -4 | -12
CC1CCC(NC(=O)COc2ccc(C(=O)c3ccccc3)cc2)CC1 (configuration not stated) | 0 | 0.0 | 6 | -5 | nt | -14 | 0 | 13

(further entries)
SMILES | ERAP1 HTS inh | XiGFP reactiv | PGC1a acetyl inh | SIRT5 block | Cneo AK release | Statin myotox sup | S100A4 MyoIIA | LGR2 inh
C[C@@H]1CCCCO[C@@H](CN(C)C(=O)Nc2ccc(C(F)(F)F)cc2)[C@H](C)CN([C@@H](C)CO)C(=O)c2cc(N(C)C)ccc2O1 | 2 | 0.0 | 5 | 2 | 0 | -19 | -6 | 10
CCOc1ccc(-n2c(C)c(C(C)=O)c3cc(OCC(N)=O)ccc32)cc1 | 3 | 0.0 | nt | -1 | nt | nt | -7 | 20
CC(=O)NS(=O)(=O)c1ccc2c(c1)Cc1cc(S(=O)(=O)NC(C)=O)ccc1-2 | -2 | 0.0 | 15 | 1 | 0 | 10 | -1 | -6
CCOc1cc(Br)cc(C(c2c(C(=O)O)[nH]c3ccccc23)c2c(C(=O)O)[nH]c3ccccc23)c1O | 4 | 0.0 | 12 | 6 | 0 | -10 | -10 | 4
COc1ccccc1C(=O)NCC(=O)N/N=C/c1cc(Br)ccc1OC(=O)/C=C\c1ccco1 | nt | -0.1 | 12 | nt | nt | -11 | nt | 0
Cc1ccc2nc(NC(=O)CNS(=O)(=O)c3ccc(Br)s3)sc2c1 | nt | nt | 13 | nt | 0 | 50 | nt | -10
COc1ccccc1NC(=O)N[C@H]1CC[C@H](CCNC(=O)c2ccc3c(c2)OCO3)O[C@@H]1CO | 0 | 0.0 | -9 | 19* | 12 | 1 | 3 | 0
CCOc1ccc(NC(=O)C(=O)N/N=C/c2ccccc2F)cc1 | -2 | 0.1 | 2 | -5 | nt | nt | -3 | 13
Cc1noc(C)c1S(=O)(=O)N(C)C[C@H]1OCCCC[C@H](C)Oc2ccc(NC(=O)Nc3ccc4c(c3)OCO4)cc2C(=O)N([C@@H](C)CO)C[C@@H]1C | nt | 0.1 | -16 | nt | 10 | nt | nt | 11
COc1ccc(CN(C)C[C@H]2Oc3c(NC(=O)Nc4ccc(C(F)(F)F)cc4)cccc3C(=O)N([C@H](C)CO)C[C@@H]2C)cc1 | 0 | nt | -3 | -5 | -2 | -14 | 4 | nt

Ordered by heavy-atom count (lowest first): part of the list above.
SMILES | ERAP1 HTS inh | XiGFP reactiv | PGC1a acetyl inh | SIRT5 block | Cneo AK release | Statin myotox sup | S100A4 MyoIIA | LGR2 inh
Cc1ccc2nc(NC(=O)CNS(=O)(=O)c3ccc(Br)s3)sc2c1 | nt | nt | 13 | nt | 0 | 50 | nt | -10
CCOc1ccc(-n2c(C)c(C(C)=O)c3cc(OCC(N)=O)ccc32)cc1 | 3 | 0.0 | nt | -1 | nt | nt | -7 | 20
COc1ccc(CN(C)C[C@H]2Oc3c(NC(=O)Nc4ccc(C(F)(F)F)cc4)cccc3C(=O)N([C@H](C)CO)C[C@@H]2C)cc1 | 0 | nt | -3 | -5 | -2 | -14 | 4 | nt
